# Screening results deposited in PubChem BioAssay by Broad Institute.
# CFTR F508del cor: F508del CFTR correction, initial screen, CFBE line, single point | 350,000 compounds, 0.36% hits | activity (quench increase), % at 7.58 µM | CFBE cells, YFP halide quenching; stimulated with forskolin plus potentiator P3; % fluorescence drop versus neutral controls;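 active = mean added fluorescence quench of at least 8% versus neutral control, with both replicates also reaching 8%; inconclusive = only one of the mean or replicate conditions met; inactive = mean below 8% and not both replicates reaching 8%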;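 note: cells transiently co-express mutant CFTR-F508del with the halide-sensitive YFP; corrector assay measuring rescue of mutant channel to the surface after 24 h compound exposure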
# EWS-Fli inh: EWS/Fli-driven NR0B1 reporter inhibitors, primary screen, A673 cells, NR0B1 luciferase, luminescence, MLPCN library; viability-normalised; inhibition, % at 12.6 µM; 350,000 compounds, 0.67% hits; AID 651661, 2012;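 active = mean inhibition of at least 50% after viability correction, with every replicate also passing that limit; inconclusive = mean reaches 50% but only one of two replicates passes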;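 note: firefly luciferase signal divided by Alamar Blue viability fluorescence both relative to DMSO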
# FN deposit inh: inhibitors of fibronectin matrix deposition, primary screen, AH1F cells, Alexa488-fibronectin fluorescence, plate reader; AH1F fibroblasts, overnight; inhibition, % at 12.6 µM; 350,000 compounds, 0.086% hits; AID 743247, 2014;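 active = mean inhibition across replicates of 30% or more, regardless of how many single replicates reach that level; inconclusive = mean under 30% yet at least half of replicates reach 30%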;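 note: positive control wells lacked labelled fibronectin entirely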
#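 Measured by – fluorescence 485/525 nm · System – AH1F fibroblast monolayer, labelled fibronectin deposition · Amount – 10000 cells per well · Buffer or medium – serum-reduced DMEM (2% serum) · Doses – single dose, pinned · Also added – fluorescent fibronectin at 24 nM final · Schedule – 1 h cell attachment, overnight exposure to compound and label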
# miR122 inh: miR-122 Renilla sensor signal increase in Huh7, primary screen, miR-122 inhibitor project, cell-based, single point, plate reader. Huh7 miR-122 Renilla luciferase sensor, 48 h; neutral wells = 0, positive control = 100. 340,000 compounds, 0.3% hits. activation (reporter increase), % at 12.5 µM. AID 602342, 2012;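 active = mean replicate activation score at least 90 and every replicate individually at or above 90; inconclusive = only one of the two criteria met; inactive = neither criterion met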;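 note: higher luciferase means less miR-122 activity so hits act as miR-122 inhibitors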
# INS-1E GSIS act: GLuc luminescence reporter in INS-1E cells, primary screen for activators of glucose-dependent secretion of insulin. activation, % at 16.6 µM. INS-1E GLuc reporter insulin secretion, 2-3 h. 370,000 compounds, 0.61% hits;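 active = lowest replicate activation of at least 40%, so every replicate reaches that level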;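 note: 0% = median of neutral control wells and 100% = median of IBMX positive control wells; some compounds called inactive have numbers as strong as hits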
# DENV2 CPE: inhibitors of DENV2 cytopathic effect, primary screen, cell-based, plate reader, single concentration | DENV2-infected cells, cytopathic effect rescue | CPE inhibition, % at 9.99 µM | 350,000 compounds, 1.7% hits; in the data active = CPE inhibition above about 20%, passing the limit was not always enough; inconclusive = no clear call, values can overlap the other calls; tested in BHK-21 cells;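 note: 0% = median of neutral control wells and 100% = median of positive control wells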
# PAX8 reporter: inhibitors of PAX8-driven TPO luciferase reporter, primary screen, RMG-I cells, single concentration; SteadyGlo, 24 h; inhibition, % at 12.6 µM; 360,000 compounds, 1.2% hits;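 active = mean replicate inhibition at least 60% with every replicate also reaching 60%; inconclusive = only one of the two criteria is met; inactive = mean below 60% and not all replicates reaching 60%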;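 note: luciferase light reporting Pax8 driven TPO promoter activity; plate controls were median of neutral control wells for no effect and mitoxantrone controls for full effect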
# * marks the source's active call; other numbers are inactive results; ? = inconclusive; · = no result given; & = joins results of further samples; [ ] = dose if it differs, or a comment.
SMILES,CFTR F508del cor,EWS-Fli inh,FN deposit inh,miR122 inh,INS-1E GSIS act,DENV2 CPE,PAX8 reporter
O=C(NNc1ccccc1)NC(Cc1ccccc1)C(=O)O (stereo not given),-1.1,-1,6,·,38,8,2
CC1(C(=O)Nc2cnc3ccccc3c2)CCN1C(=O)CCc1ccccc1 (stereo not given),-0.5,-1,8,0,1,2,20
O=C(Oc1ccc(-c2nnco2)cc1)c1ccco1,2.9,0,0,·,4,0,-21
COc1cc(CCCN2CCNC[C@@H]2CC2CCCCC2)cc(OC)c1OC,-2.3,-7,-4,·,-11,?,-28
Cc1ccc2nc(NC(=O)c3ccc(Cn4cc(Cl)cn4)o3)sc2c1,·,·,-2,3,·,·,-32
CCN(Cc1ccncc1)C(=O)C1CCN(S(=O)(=O)c2cccs2)CC1,·,·,2,5,·,·,-7
O=C(CCC1CCCCC1)Nc1cc(C(F)(F)F)ccc1N1CCOCC1,4.6,-5,10,·,3,9,-18
CCOc1ccc(Cl)cc1-c1cc(C(=O)NCc2cc(C(F)(F)F)cc(C(F)(F)F)c2)[nH]n1,1.0,6,5,-5,-4,6,19
CC1(C)CC(=O)C=C(C#CC2CC2)C1,0.1,-1,-4,·,17,-14,-11
Cc1ccccc1CSCC1Nc2ccc(C(=O)NCCc3ccccc3)cc2NC1=O (stereo not given),2.1,-5,-2,-8,10,3,-11
CCOC(=O)c1c(C)nsc1NC(=O)C1CCCCC1,-0.6,18,-1,·,4,11,-15
COc1ccc(CN=C2NC(=O)CC(C(=O)Nc3ccc(Cl)cc3)S2)cc1 (stereo not given),-1.7,2,3,·,-23,-11,40
Cc1nc(NC(=O)c2ccco2)sc1C(=O)O,-1.0,-18,-3,-2,-2,3,11
CC1(C)CC(=O)C=C(NNC(=O)c2ccc(N)cc2)C1,·,-1,-4,·,-2,0,-9
C[C@@H]1CN([C@@H](C)CO)C(=O)c2cccc(NC(=O)Nc3ccc(C(F)(F)F)cc3)c2O[C@@H]1CN(C)C(=O)NC1CCCCC1,1.7,-1,·,9[16.7 µM],-1,?,-9
Cc1nc2ncnn2c(Nc2ccc3c(c2)OCO3)c1Cc1ccccc1,·,·,2,-11,12,·,·
CC(C)(C)NC(=O)CSC(=Nc1ccccc1F)NC#N,·,·,0,-7,·,·,-31
CC(C)CC1(C)NC(=O)N(CC(=O)Nc2ccc3c(c2)OCCO3)C1=O (stereo not given),1.6,-4,1,2,-2,8,·
Cc1ccc(NC(=O)CCn2nnc3ccccc32)c(C)c1,1.8,-27,9,-2,-9,3,-18
CCc1c(C)nc(SCC(N)=O)c(C#N)c1C,·,·,0,-1,9,·,·
CC(C)NS(=O)(=O)c1ccc(NC(=O)Cc2cccs2)cc1,·,2,·,·,6,·,-9
CN1[C@H](CO)[C@@H]2c3ccccc3N(C(=O)Nc3ccccc3F)C[C@@H]21,-3.1,-41,·,-7[16.7 µM],3,-3,-70
COc1cccc(N2CCN(C(=S)Nc3ccc(C)cc3C)CC2)c1,1.3,18,-4,-3,·,12,5
Cc1cccc(C)c1-n1c(SCC(=O)N2CC(=O)Nc3ccccc32)nc2ccccc2c1=O,·,·,-4,·,-17,·,12
CCN(CC)S(=O)(=O)c1ccc(N2CCN(C)CC2)c(NC(=O)CN2C(=O)NC3(CCCCC3)C2=O)c1,-1.1,-1,-16,-2,19,-3,-6
# More results.
SMILES,CFTR F508del cor,EWS-Fli inh,FN deposit inh,miR122 inh,INS-1E GSIS act,DENV2 CPE,PAX8 reporter
COc1cc(/C=C2\SC(=O)N(CC(=O)Nc3ccccc3F)C2=O)cc(Cl)c1O,?,17,-6,4,0,7,3
COc1ccc(OC)c(S(=O)(=O)N2CCNCC2)c1,0.9,22,-17,172*,1,15,10
O=C(Cc1ccccc1)c1ccc2c(c1)OCCO2,-1.8,-31,-4,-1,9,-1,-135
OCCC1CN(Cc2ccc(F)cc2)CCN1CCc1ccccc1 (stereo not given),2.7,-17,3,3,·,-6,-12
O=C(NCCc1ccccc1)c1nnc(CS(=O)(=O)c2ccccc2)o1,-0.7,4,-7,-6,-7,4,-27
CCOC(=O)C1CN(S(=O)(=O)c2ccc(C)cc2)c2cc(S(=O)(=O)CC)ccc2O1 (stereo not given),·,·,6,0,·,·,4
CCOC(=O)CN1C(=O)CN(c2ccc(C)c(C)c2)C1=O,·,·,-4,-1,3,·,-15
CC(=O)c1ccc2c(c1)N(Cc1ccc3ccccc3c1)C(=O)C(C)S2 (stereo not given),-1.0,-3,·,5,28,-3,-3
COc1cccc(-c2nc(CS(=O)(=O)CC(=O)NC3CCCC3)c(C)o2)c1,4.1,-5,-4,-2,-1,0,8
CC(C)(C)OC(=O)N1CCN(c2ccc([N+](=O)[O-])cc2)CC1,-2.5,5,-21,4,16,12,-4
COCCN(C(=O)CCCc1nc2ccccc2s1)c1c(N)n(CC(C)C)c(=O)[nH]c1=O,-1.8,7,·,-1,6,-2,5
O=C(C1=C[C@@H](c2coc3ccccc3c2=O)C[C@@H](OCc2ccc(CO)cc2)O1)N1CCN(Cc2ccc3c(c2)OCO3)CC1,5.2,2,6,-3,-10,?,-15
CC(C)NS(=O)(=O)c1ccc(CCC(=O)Nc2ccc3c(c2)OCO3)cc1,1.5,-7,·,2,5,-9,·
O=C(c1cnn2ccccc12)N1CCc2ccccc21,4.7,-84,9,4,8,0,-168
Cc1cc(C)n2c(SCC(=O)NCc3ccc4c(c3)OCO4)nnc2n1,1.3,5,13,-2,-1,-4,-9
Cc1ccc2c(c1)c1nnc(SCC(=O)N3CCCc4ccccc43)nc1n2CC(=O)O,-1.4,7,0,·,-10,4,11
CCc1ccccc1NC(=S)NNC(=O)c1ccccc1Cl,-2.5,-24,-10,2,-3,13,-53
C/C=C/c1ccc2c(c1)O[C@H](CN(C)C(=O)Nc1ccc(C(F)(F)F)cc1)[C@H](C)CN([C@H](C)CO)S2(=O)=O,-1.0,23,18,51[16.7 µM],-25,-7,·
O=C(NS(=O)(=O)Nc1ccc(Cl)cc1)c1c[nH]c2ccccc12,-3.6,3,1,-2,6,-1,17
O=C(Cn1c(-c2cncs2)nc2ccccc21)NCCc1ccccc1,-0.9,-1,-1,-2,1,-2,7
Cc1nc2ccc(NC(=S)N3CCCC3)cc2nc1C,-1.4,-24,7,7,-5,-5,19
CN1CCN(C(=O)c2cc(Cl)cc(Cl)c2NC(=O)c2ccco2)CC1,-2.4,0,-14,·,5,·,0
O=C(Nc1ccccc1)N(C1=NCCC1)c1ccccc1,-1.7,4,-1,·,-3,3,-12
COc1ccc2cc3c(nc2c1)OCC3,1.1,-44,8,-8,1,-4,-54
CO[C@@H]1CN(C)C(=O)c2ccc(NS(=O)(=O)c3ccccc3Cl)cc2OC[C@H](C)NC[C@H]1C,0.0,1,7,-7[16.7 µM],5,12,·

# Ordered by the number under INS-1E GSIS act (descending): some entries from above
SMILES | CFTR F508del cor | miR122 inh | INS-1E GSIS act | DENV2 CPE
Cc1ccccc1CSCC1Nc2ccc(C(=O)NCCc3ccccc3)cc2NC1=O (stereo not given) | 2.1 | -8 | 10 | 3
CC(C)NS(=O)(=O)c1ccc(CCC(=O)Nc2ccc3c(c2)OCO3)cc1 | 1.5 | 2 | 5 | -9
CC1(C(=O)Nc2cnc3ccccc3c2)CCN1C(=O)CCc1ccccc1 (stereo not given) | -0.5 | 0 | 1 | 2

# Carrying on.
SMILES,CFTR F508del cor,EWS-Fli inh,FN deposit inh,miR122 inh,INS-1E GSIS act,DENV2 CPE,PAX8 reporter
COc1cccc(NC(=O)C(=O)c2cn(CC(=O)N3CCCC3)c3ccccc23)c1,-2.0,-36,7,10,1,16,-34
O=C1CC(c2cccnc2)c2cc3c(cc2N1)OCCO3 (stereo not given),-1.0,2,4,-8,27,9,-10
CC(C)C(NC(=O)C1CCCCC1)C(=O)Nc1ccc2c(c1)OCCO2 (stereo not given),·,·,12,-16,·,·,-167
COc1ccc(CN2CC[C@H]3C=CC[C@@H](C(=O)Nc4ccc(Cl)c(C(F)(F)F)c4)[C@H]3C2=O)cc1OC,1.0,16,2,8,-11,3,17
COc1ccc(C#Cc2ccc([C@@H]3[C@H](CO)N4CCCCN(S(=O)(=O)c5cn(C)cn5)C[C@@H]34)cc2)cc1,-8.9,-14,·,-8[16.7 µM],-27,-10,60
CC(=O)c1cccc(NC(=S)NCc2ccccc2)c1,-0.2,-2,0,32,-1,12,0
Cc1noc(C)c1S(=O)(=O)N(C)C[C@H]1OCc2cn(nn2)CCCC(=O)N([C@@H](C)CO)C[C@@H]1C,2.6&-3.4,-6&-2,-12&9,3,22&12,-13&-4,6&2
O=C(C[C@@H]1C=C[C@H](NC(=O)C2CCC2)[C@H](CO)O1)NC1CCCCC1,0.8,3,-12,·,2,1,·
CCC(=O)N[C@@H]1CC[C@H](CCNS(=O)(=O)c2ccc(Cl)cc2)O[C@@H]1CO,1.0,-4,·,·,10,-2,1
CC1(C)CC(=O)C=C(c2cc3ccccc3s2)C1,-1.2,-73,-7,0,11,?,-27
COc1ccc(OC)c(CNC(=O)CCc2nc(-c3cccs3)no2)c1,0.1,-3,7,3,-10,4,6
COc1ccc(N=C2NC(=O)/C(=C/c3ccc(O)c(OC)c3)S2)cc1,·,21,13,·,19,-10,5
Cn1cccc1C(C#N)c1cccc(F)c1C#N (stereo not given),-0.4,6,-5,-7,-1,4,24
C[C@H]1CN([C@@H](C)CO)C(=O)c2cccc(NS(=O)(=O)c3ccccc3)c2O[C@H]1CN(C)Cc1ccc2c(c1)OCO2,1.4,3,·,36[16.7 µM],4,-8,-16
CCOC(=O)c1ccc(NC(=O)CSc2nc3c(c(=O)n2C)SC(C)C3)cc1 (stereo not given),-1.9,5,2,-3,-41,1,14
CC(=O)c1ccc(OCCN2CCOCC2)cc1,·,·,9,-3,·,·,0
O=C(OCc1cn([C@H]2C[C@H](c3ccccc3)N(Cc3cccs3)C[C@@H]2O)nn1)c1ccccc1,-3.1,-1,-1,15,·,12,8
CCOC(=O)N1CCC(NC(=O)COc2cc(=O)n(C)c3ccccc23)CC1,-0.8,-8,2,2,7,2,-9
O=C(Cc1ccccc1)N1C[C@@H]2[C@H](c3ccccc31)[C@H](CO)N2C(=O)C1CCOCC1,2.7,4,·,-11[16.7 µM],-2,11,-24
N#C/C(=C(/O)COc1ccc(Cl)cc1)c1nc2ccccc2s1,-0.2,0,-28,·,0,3,13
CCOC(=O)c1c(C2CC2)csc1NC(=O)COC(=O)c1ccc[n+]([O-])c1,-1.0,-8,0,4,5,-11,21
CCCn1c(=O)c(Br)cn(-c2ccccc2C)c1=O,-1.6,14,7,·,·,2,23
Cc1ccc2c(CC(=O)NCc3cccs3)coc2c1,·,-38,0,5,-5,4,43
CC(C)NC(=O)N1[C@H](CO)[C@@H](c2ccccc2)C12CN(C(=O)c1ccccn1)C2,0.2,-4,-4,·,6,10,·
CCOCCc1nn2c(=O)cc(CSCC(=O)Nc3ccc(OC)cc3)nc2s1,0.3,0,-3,-3,1,9,-5
CCCCn1c(=O)[nH]c2nc3cc(N)ccc3nc2c1=O,·,-24,-11,-5,·,-10,-18
C[C@@H]1CN([C@H](C)CO)C(=O)Cc2cc(NS(=O)(=O)c3ccc(F)cc3)ccc2O[C@@H]1CN(C)C(=O)Nc1ccc(C(F)(F)F)cc1,-1.0,0,·,90[16.7 µM],-9,3,-1

# The order is random (roughly 3.9% active in at least one column).
